# PLC-gamma1 inh: PLC-gamma1 enzyme inhibitors, primary screen, biochemical, fluorescence, purified enzyme; 1-phosphatidylinositol 4,5-bisphosphate phosphodiesterase gamma-1 (Homo sapiens), P19174; hit rate 0.84% among 370,000; inhibition, % at 12.2 µM; fluorogenic substrate; in the data active = inhibition above about 9.5%
# MBD2 inh: inhibitors of MBD2 binding to methylated DNA, primary screen, biochemical, TR-FRET, DNA-binding domain, human; MBD2 binding to methylated oligonucleotide; hit rate 0.31% among 370,000; AID 686964, 2013; inhibition, % at 4.4 µM; Methyl-CpG-binding domain protein 2 (Homo sapiens), Q9UBB5; in the data active = inhibition above about 13%
# Target sequence (Q9UBB5 whole entry, looked up, the tested form may be a part): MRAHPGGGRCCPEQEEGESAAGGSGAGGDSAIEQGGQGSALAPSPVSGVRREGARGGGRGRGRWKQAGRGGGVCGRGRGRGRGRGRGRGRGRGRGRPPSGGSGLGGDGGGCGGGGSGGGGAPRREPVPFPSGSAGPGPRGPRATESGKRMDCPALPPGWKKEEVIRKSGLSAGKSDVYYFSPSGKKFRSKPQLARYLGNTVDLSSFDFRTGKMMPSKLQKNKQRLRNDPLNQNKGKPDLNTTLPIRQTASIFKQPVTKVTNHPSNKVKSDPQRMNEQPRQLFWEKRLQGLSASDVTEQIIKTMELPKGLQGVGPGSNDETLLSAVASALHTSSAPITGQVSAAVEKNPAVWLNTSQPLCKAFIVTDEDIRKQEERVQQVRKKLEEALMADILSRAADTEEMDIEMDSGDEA
# UHRF1 binding: UHRF1 methylated DNA binding inhibitors, primary screen, counter-screen for MBD2 inhibitor project, biochemical, TR-FRET, human UHRF1, single concentration; E3 ubiquitin-protein ligase UHRF1 (Homo sapiens), Q96T88; UHRF1 binding to methylated oligo; inhibition, % at 4.4 µM; hit rate 0.75% among 370,000; in the data active = inhibition above about 21%;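 also: UHRF1 SRA domain binding a hemimethylated CpG hairpin DNA probe; 0% = median of test compound wells and 100% = reference inhibitor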
# Tn6 DDE FP: inhibitors of Tn6 peptide binding to fibrin DD(E), primary screen, biochemical, fluorescence polarization, human fibrin, Tn6 probe; Fibrin DD(E) TRITC-Tn6 fluorescence polarization displacement; inhibition, % at 8.3 µM; hit rate 0.21% among 370,000; AID 720509, 2013;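 active = inhibition above a per-campaign cutoff: mean of compounds within control limits plus 3 SD, cut at about 15% in these data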;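 also: 0% = median of all compound wells on the plate and 100% = blocking peptide control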
# Target sequence (P02675 whole entry, looked up): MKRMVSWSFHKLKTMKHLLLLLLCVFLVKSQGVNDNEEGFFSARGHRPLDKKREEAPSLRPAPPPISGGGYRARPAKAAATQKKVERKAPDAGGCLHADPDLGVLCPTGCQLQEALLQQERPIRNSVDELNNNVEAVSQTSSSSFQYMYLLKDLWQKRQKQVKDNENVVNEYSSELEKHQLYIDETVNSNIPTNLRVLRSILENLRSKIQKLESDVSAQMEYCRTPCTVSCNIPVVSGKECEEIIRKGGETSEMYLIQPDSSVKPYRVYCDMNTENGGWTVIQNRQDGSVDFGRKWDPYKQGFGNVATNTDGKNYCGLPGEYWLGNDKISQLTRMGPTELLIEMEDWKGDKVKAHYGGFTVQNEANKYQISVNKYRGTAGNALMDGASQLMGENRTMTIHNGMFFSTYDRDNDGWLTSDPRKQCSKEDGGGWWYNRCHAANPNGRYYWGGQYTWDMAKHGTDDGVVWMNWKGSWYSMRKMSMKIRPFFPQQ
# proKLK7 act: proKLK7 zymogen activators, primary screen, biochemical, fluorescence intensity. Kallikrein-7 (Homo sapiens), P49862. purified proKLK7, EDANS-DABCYL substrate fluorescence; 100% is mature enzyme control, 0% vehicle. activation, % at 7 µM. hit rate 0.9% among 370,000. AID 652039, 2013;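 active = activation above the mean of all tested compounds plus 3 SD, computed per campaign excluding outliers beyond control limits, cut at about 13% in these data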
# ADAM17 inh: ADAM17 inhibitors, primary screen, biochemical, QFRET; recombinant ADAM17, EDANS/DABCYL FRET peptide cleavage; inhibition, % at 6.95 µM; hit rate 0.83% among 370,000; AID 720648, 2013;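 active = inhibition above the mean of compounds lying between control limits plus 3 SD, set per campaign, cut at about 8.5% in these data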;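 also: 0% = DMSO-only wells as the low control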
# Tn7 DDE FP: inhibitors of Tn7 peptide binding to fibrin DD(E), primary screen, biochemical, fluorescence polarization, human fibrin, Tn7 probe | FP displacement of FITC-Tn7 peptide from fibrin DD(E); 0% = median of compound wells per plate | inhibition, % at 8.3 µM | hit rate 0.13% among 370,000 | AID 720508, 2013;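 active = inhibition above the mean of compounds falling within the control limits plus 3 SD of them, cut at about 14% in these data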;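 also: 0% = plate median of compound wells and 100% = 10 µM Aha-Tn7 peptide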
#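 Assay system: Fibrin-DD(E) protein isolated from polymerized human fibrin clots; read-out basis: percent inhibition; medium: Tris/NaCl/CaCl2 buffer, pH 7.8; signal: FP measurement; incubation: 10 min plus 3 h, room temperature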
# ASAP1 inh: inhibitors of human ASAP1 ArfGAP activity, primary screen, biochemical, fluorescence polarization | Arf-GAP with SH3 domain, ANK repeat and PH domain-containing protein 1 (Homo sapiens), … | ASAP1-stimulated ARF1 GTP hydrolysis, GDP FP detection | inhibition, % at 16.5 µM | hit rate 0.19% among 360,000 | AID 624377, 2012; in the data active = inhibition above about 25%;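 also: 0% = vehicle with enzyme and substrate and 100% = no enzyme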
# ARFGAP1 inh: inhibitors of rat ARFGAP1 GAP activity, primary screen, biochemical, fluorescence polarization, GDP tracer; Arfgap1-stimulated ARF1 GTP hydrolysis, GDP FP detection; hit rate 0.26% among 360,000; inhibition, % at 16.5 µM;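 active = inhibition above a per-plate limit, mean inhibition of low control wells plus 3 SD, cut at about 25% in these data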;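 also: 0% = DMSO wells with enzyme and 100% = wells lacking Arfgap1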
# Target sequence (Q62848 1-136 limits assumed): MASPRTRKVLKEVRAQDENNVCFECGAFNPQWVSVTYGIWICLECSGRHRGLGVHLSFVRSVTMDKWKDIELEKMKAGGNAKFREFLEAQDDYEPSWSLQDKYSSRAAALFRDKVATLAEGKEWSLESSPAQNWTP
#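 Material – truncated rat Arfgap1 GAP domain · Buffer or medium – HEPES-based buffer, pH 7.5 · Reagent – human ARF1(Δ1-17)-GTP substrate · Dosing – 16.5 µM single point, 1.26% DMSO · Schedule – GTP hydrolysis reaction 2 h at 25 °C · Technique – GDP detection by fluorescence polarization · Benchmarks – No-Arfgap1 wells (100%) versus DMSO full-reaction wells (0%) · Repeats – single replicate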
# PLC-beta3 inh: human PLC-beta3 inhibitors, primary screen, biochemical, fluorescence | Purified PLC-beta3, fluorogenic substrate | inhibition, % at 12.2 µM | hit rate 0.18% among 370,000; in the data active = inhibition above about 11%;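 also: 0% = median of compound wells on plate and 100% = full blocker control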
# The depositor's hits bear a star.
SMILES,PLC-gamma1 inh,MBD2 inh,UHRF1 binding,Tn6 DDE FP,proKLK7 act,ADAM17 inh,Tn7 DDE FP,ASAP1 inh,ARFGAP1 inh,PLC-beta3 inh
Cn1c(CCNC(=O)C2CCCCC2)nc2cc(NC(=O)c3cccs3)ccc21,-0.4,2.7,-1.4,0.9,-0.1,-3.7,1.5,8.5,-8.3,-2.9
Clc1ccc(-n2cccc2/C=N/n2cnnc2)cc1,-0.6,1.1,-0.7,-2.5,0.5,-4.5,-0.2,-2.1,-2.5,0.1
Cc1cc(C)cc(NC(=S)N(C)C)c1,3.5,-1.4,-1.7,-13.2,0.3,1.9,-4.7,1.7,9.6,-1.0
O=C(O)/C=C\C(=O)Nc1ccc(N2CCN(c3cccc(Cl)c3)CC2)cc1,5.0,0.2,-2.5,3.0,0.7,4.3,2.9,-2.7,-7.2,3.2
CCn1c(SCC(=O)NC2CC2)nnc1-c1csc(C)c1,-0.9,1.0,0.1,-2.8,-0.3,0.7,1.1,-0.1,5.2,-5.4
Nc1cc(C(=O)OCC(=O)NCCNC(=O)COC(=O)c2ccc(Cl)c(N)c2)ccc1Cl,-13.5,-2.5,-0.1,2.2,0.4,-7.4,-5.3,4.7,18.6,-27.6
CCOc1ccc(-n2c(Cc3cc(=O)[nH]c(=O)[nH]3)nnc2SC(C)C)cc1,-0.8,5.3,1.7,-1.0,0.0,-5.5,5.7,5.6,-3.6,-2.9
CC(=O)N(Cc1c(C)nn(-c2ccccc2)c1Cl)c1ccc(Cl)cc1,2.9,-1.9,-1.5,5.2,0.2,-2.3,4.7,-15.9,-6.0,-42.0
CCOc1ccccc1CN1CCN(Cc2csc(C(C)=O)c2)CC1CCO (configuration not stated),-1.3,0.0,1.8,-2.2,0.2,-0.9,0.2,0.6,-1.4,5.0
Cc1cc(C(=O)NCC2COc3ccccc3O2)c2ccccc2n1 (configuration not stated),0.8,1.9,-3.7,1.7,-0.2,-1.5,4.1,-6.4,-1.3,-8.4
CC(C)c1ccc(NC(=O)CCN2C(=O)[C@@H]3Cc4ccccc4CN3C2=O)cc1,-1.7,1.8,2.0,-0.3,-0.7,-1.4,5.2,-2.4,0.9,-6.6
CNC(=S)NN=C(C)CCCC(C)=NNC(=S)NC,2.0,-8.2,-0.6,-6.3,-0.5,0.3,-0.9,10.4,6.6,5.8
COc1ccccc1C(=O)NNC(=O)c1ccccc1[N+](=O)[O-],3.1,-1.0,5.6,-2.9,-0.6,1.6,3.7,-3.8,6.8,-3.1
CC(C)CNC(=O)CCCc1ccccc1,1.9,-3.0,-1.7,6.4,-0.3,0.2,-5.8,-5.0,9.3,0.9
CCN(CC(=O)Nc1ccc2c(c1)OCCO2)Cc1cc(=O)oc2cc(C)c(C)cc12,-7.1,1.5,2.4,-1.0,-0.1,-6.3,0.2,-7.1,3.3,-6.7
COc1cc(/C=C/c2ccc3cccc(OC)c3n2)c(O)c([N+](=O)[O-])c1,-0.8,-2.5,2.3,-6.4,-0.2,-2.1,-5.9,1.6,-3.9,-1.2
COc1ccc(NS(=O)(=O)c2cn(C)cn2)cc1,-1.0,0.1,2.9,-2.1,0.1,-9.9,1.0,7.9,4.0,0.9
CCN(CC)S(=O)(=O)c1cc(C(=O)N2CCc3ccccc32)ccc1Cl,7.3,4.4,6.0,-8.8,0.2,-2.2,0.4,8.9,10.4,0.4
COC(=O)c1cn(NC(=O)Cc2cccc(C(F)(F)F)c2)c(=O)c2ccccc12,6.0,-1.6,0.0,-11.1,-0.2,-1.2,-4.9,9.5,-7.9,-3.5
CCCCn1c2nc3ccccc3nc2c2c(=O)n(-c3ccccc3)cnc21,-3.2,-3.2,0.2,5.1,-1.2,-15.0,10.9,13.3,-7.8,-1.5
COc1cc(C(=O)NC(=S)Nc2ccc(N3CCCC3)cc2)cc(OC)c1OC,-3.1,2.1,-4.2,10.7,0.3,-1.2,2.0,2.9,11.3,2.4
COc1cc(C2c3c(-c4ccccc4O)n[nH]c3C(=O)N2Cc2ccco2)cc(OC)c1OC (configuration not stated),5.3,1.4,1.1,-5.0,0.1,1.6,-0.3,10.2,0.0,-8.3
COc1ccc(C)cc1NC(=O)C1CCN(C(=O)c2ccco2)CC1,3.4,13.9*,-2.1,-8.3,-0.1,-3.2,-2.4,-13.8,5.8,-2.7
O=C(c1cccs1)N1CCN(S(=O)(=O)c2ccc(F)cc2)CC1,3.4,-1.6,-0.2,9.0,-0.4,0.3,-8.3,9.9,-1.0,2.0
Cc1cc(NC(=O)COc2ccccc2)n(-c2ccccc2)n1,-1.9,-3.3,-1.7,-1.1,-0.3,-3.0,-1.0,2.4,2.2,-0.8
COc1ccc(S(=O)(=O)N(C)CC(=O)N2CCCCCC2)cc1,1.5,-0.2,-1.2,-0.1,-0.3,-0.9,5.0,-9.7,-2.4,-4.8
COc1cc(-c2cc(C(=O)N(C)Cc3ccccc3)c3ccccc3n2)cc(OC)c1OC,-261.3,4.9,-0.1,6.8,4.0,-23.3,2.4,-4.7,-5.6,-341.6
COc1ccc(C2(O)CC3CCC(C2)N3c2nc(C)cc(C)c2C#N)cc1 (configuration not stated),-57.8,2.9,2.2,0.1,-4.2,-102.6,5.8,0.7,-3.4,-68.2
CCN(C(=O)CN1C(=O)NC(c2ccccc2)(c2ccc(C)c(C)c2)C1=O)C1CCS(=O)(=O)C1 (configuration not stated),1.8,6.3,7.9,1.6,-0.2,2.2,-2.0,2.4,0.0,-7.8
CNc1nc(-c2ccc3c(c2)CCN3C(=O)CC(C)(C)C)c(C)s1,-20.4,0.3,-4.0,3.8,-0.4,-7.4,-6.8,7.2,5.9,-32.4
COc1ccccc1OCc1cc(C(=O)NCc2ccc(N3CCCC3=O)cc2)no1,-3.3,-3.5,-2.6,-6.9,0.4,-4.6,-0.5,-8.6,2.0,-6.5
Cn1c(C(=O)OC(C(=O)NC2CCCC2)c2ccncc2)cc2sccc21 (configuration not stated),2.2,-0.7,3.9,-6.9,0.7,4.5,-3.6,2.6,10.1,-0.9
COCCCn1c(=O)c2ccccc2n(Cc2cccc(C)c2)c1=O,1.7,-6.1,1.5,-11.0,0.6,-0.4,-4.1,5.5,0.9,-2.0
CC[n+]1c(P(=O)([O-])c2ccccc2)[nH]c2ccccc21,-0.6,1.6,1.6,-1.8,-0.2,-1.5,1.6,11.4,6.6,-0.8
CCOc1ccc(N(CC(=O)Nc2ccccc2C(=O)NC(C)CC)S(C)(=O)=O)cc1 (configuration not stated),0.0,3.4,3.0,-6.5,0.4,-1.2,2.1,6.0,6.4,-2.0
Cc1ccccc1C(=O)NNC(=O)CCc1ccccc1,3.3,-3.5,-0.9,-6.7,0.1,0.2,4.5,-8.5,-8.6,0.8
CCCCCn1c(Sc2ccccc2)nc2c1c(=O)[nH]c(=O)n2C,0.5,-1.4,-2.0,-1.8,0.4,-1.0,-4.4,0.0,10.6,1.1
O=C(NCC1COc2ccccc2O1)c1ccc(Cl)c(S(=O)(=O)N2CCCC2)c1 (configuration not stated),2.0,1.3,2.5,9.3,0.0,3.8,-1.3,4.9,-7.2,-1.5
COc1ccc(-c2ccc3c(c2)c(Sc2ccccc2)c(-c2ccccc2)n3C)cn1,-0.7,8.7,-1.9,-2.0,-2.5,-4.3,-10.0,0.7,14.9,-2.9
CCS(=O)(=O)N1CCN(C(=O)c2ccco2)CC1,1.4,-6.3,-1.3,-7.0,-0.4,-1.8,4.5,-4.0,-0.3,0.2
COC(=O)CSC1=C(C#N)C(=O)NC2(CCCCC2)S1,16.0*,4.9,8.2,-8.1,0.2,5.9,-3.7,2.7,11.5,9.1
N#Cc1cc2c(nc1SCC(O)CS(=O)(=O)Cc1ccccc1)CCCC2 (configuration not stated),0.4,-3.0,-2.2,-1.7,0.2,0.3,-2.9,-4.0,8.0,2.3
Cc1cc(Cl)ccc1OCC(=O)OCC(=O)Nc1ccc(F)c([N+](=O)[O-])c1,0.6,4.2,1.7,-6.2,-0.4,9.0*,2.5,5.2,13.9,-5.4
CC(C)C[C@H]1CNC(=S)N1C[C@H]1CCCN1C[C@H](CC(C)C)N1C[C@H](CC(C)C)N(CCc2ccccc2)C1=S,2.2,-0.2,-2.1,-2.0,-0.2,-0.7,2.7,4.6,-2.8,2.8
Cc1c(N2CCCC2)cc2c(c1NC(=O)c1ccccc1Cl)C(C)(C)CC2(C)C,-5.9,-4.3,-3.4,3.4,-0.7,2.4,4.8,-7.2,7.5,-14.8

# Reformatted tab-delimited: part of the list above.
mol	PLC-gamma1 inh	MBD2 inh	UHRF1 binding	Tn6 DDE FP	proKLK7 act	ADAM17 inh	Tn7 DDE FP	ASAP1 inh	ARFGAP1 inh	PLC-beta3 inh
COc1ccccc1C(=O)NNC(=O)c1ccccc1[N+](=O)[O-]	3.1	-1.0	5.6	-2.9	-0.6	1.6	3.7	-3.8	6.8	-3.1
CC(C)CNC(=O)CCCc1ccccc1	1.9	-3.0	-1.7	6.4	-0.3	0.2	-5.8	-5.0	9.3	0.9

# Random excerpt: 2 entries already listed
SMILES,PLC-gamma1 inh,MBD2 inh,UHRF1 binding,Tn6 DDE FP,proKLK7 act,ADAM17 inh,Tn7 DDE FP,ASAP1 inh,ARFGAP1 inh,PLC-beta3 inh
COc1ccc(-c2ccc3c(c2)c(Sc2ccccc2)c(-c2ccccc2)n3C)cn1,-0.7,8.7,-1.9,-2.0,-2.5,-4.3,-10.0,0.7,14.9,-2.9
O=C(NCC1COc2ccccc2O1)c1ccc(Cl)c(S(=O)(=O)N2CCCC2)c1 (configuration not stated),2.0,1.3,2.5,9.3,0.0,3.8,-1.3,4.9,-7.2,-1.5

# Next section:
SMILES,PLC-gamma1 inh,MBD2 inh,UHRF1 binding,Tn6 DDE FP,proKLK7 act,ADAM17 inh,Tn7 DDE FP,ASAP1 inh,ARFGAP1 inh,PLC-beta3 inh
CCN(CC)C(=O)CSc1nc2ccsc2c(=O)n1CCCC(=O)NCCc1ccc(S(N)(=O)=O)cc1,3.5,10.4,6.5,-8.3,-0.1,-6.0,2.9,0.9,14.1,-3.5
COc1ccc(CC(NC(C)=O)C(=O)NC2CCN(C(=O)c3ccc([N+](=O)[O-])cc3)CC2)cc1OC (configuration not stated),3.6,-1.5,1.2,-5.5,0.1,-2.2,-4.9,18.3,9.3,-1.3
COc1cc(/C=C/C(=O)OCC(=O)Nc2ccc([N+](=O)[O-])cc2)ccc1O,-4.3,2.1,0.4,1.3,-0.4,-5.0,-0.5,3.8,4.5,-14.0
CC1CCN(Cc2ccc(NC(=O)C3CCN(c4nnc(-n5cccc5)s4)CC3)cc2)CC1,-0.7,0.1,-0.2,-3.3,1.1,-3.8,-3.6,1.3,-7.1,-1.2
